NPY Y1 blocker = blocks the human neuropeptide Y Y1 receptor. P25929. HEK293-CNG Y1 cells, membrane potential fluorescence; NPY at EC95, then isoproterenol. inhibition, % at 3.6 µM. actives 1% (n = 200,000). AID 1040;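 active = inhibition above the campaign mean inhibition of all tested compounds plus 3 SD, cut at about 20% in these data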;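 note: 0% = DMSO wells given NPY plus isoproterenol and 100% = isoproterenol alone without NPY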
Target sequence (P25929 whole entry, looked up): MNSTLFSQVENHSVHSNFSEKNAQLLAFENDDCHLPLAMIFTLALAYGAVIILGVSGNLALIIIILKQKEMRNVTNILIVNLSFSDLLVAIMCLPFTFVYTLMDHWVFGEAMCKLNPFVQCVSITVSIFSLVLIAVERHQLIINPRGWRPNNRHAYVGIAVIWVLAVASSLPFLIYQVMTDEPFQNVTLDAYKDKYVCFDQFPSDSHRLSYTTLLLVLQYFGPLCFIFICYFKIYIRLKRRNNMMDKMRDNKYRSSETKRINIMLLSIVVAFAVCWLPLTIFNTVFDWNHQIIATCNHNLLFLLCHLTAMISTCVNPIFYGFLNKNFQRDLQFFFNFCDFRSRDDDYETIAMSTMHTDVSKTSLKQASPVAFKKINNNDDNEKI
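System: HEK293 cells with Y1 receptor plus CNG channel / Probe or stimulus: NPY 25 nM then isoproterenol 1 µM plus Ro 20-1724 25 µM / Compound: one concentration, 3.6 µM, in 0.4% DMSO / Schedule: compound incubation 1 h at room temperature, readout 45 min post-stimulation / Measured by: membrane potential fluorescence / Read-out: % inhibition of NPY effect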
RBBP9 inh = inhibitors of human serine hydrolase RBBP9. AID 1515. inhibition, % at 7.94 µM. recombinant RBBP9, FP-Rh probe fluorescence polarization. actives 0.2% (n = 220,000);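 active = inhibition above the campaign mean of all tested compounds plus 3 SD, cut at about 14% in these data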;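 note: plate controls were DMSO wells with RBBP9 for no effect and wells lacking RBBP9 protein for full effect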
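System: RBBP9 protein / Buffer or medium: Tris/NaCl buffer pH 8.0 with 0.1% Pluronic / Probe or stimulus: Serine-hydrolase probe FP-Rh, 375 nM pre-mixing / Dosing: 7.94 µM single dose, 0.794% DMSO / Times: enzyme-compound preincubation 30 min, then probe labeling 45 min, 25 °C / Technique: fluorescence polarization (mP), excitation 525 nm, emission 598 nm / Replication: singlicate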
Runt-SMMHC FRET = blocks binding of human RUNX1 Runt domain to CBFb-SMMHC; Cerulean-Runt/Venus-CBFb-SMMHC FRET ratio 530/480, 1 h; AID 1434; inhibition, % at 20 µM; actives 0.74% (n = 220,000); Q01196+Q13951;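 active = mean inhibition across duplicate retests at 20 µM reaching about 50%, limit read from the data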;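 note: 0% = DMSO wells and 100% = wells with excess untagged CBFb-SMMHC; inhibitors lower the FRET ratio by blocking Runt binding to CBFb-SMMHC; some results filed as inactive read as strong as hits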
Target sequence (Q01196 whole entry, looked up, the tested form may be a part): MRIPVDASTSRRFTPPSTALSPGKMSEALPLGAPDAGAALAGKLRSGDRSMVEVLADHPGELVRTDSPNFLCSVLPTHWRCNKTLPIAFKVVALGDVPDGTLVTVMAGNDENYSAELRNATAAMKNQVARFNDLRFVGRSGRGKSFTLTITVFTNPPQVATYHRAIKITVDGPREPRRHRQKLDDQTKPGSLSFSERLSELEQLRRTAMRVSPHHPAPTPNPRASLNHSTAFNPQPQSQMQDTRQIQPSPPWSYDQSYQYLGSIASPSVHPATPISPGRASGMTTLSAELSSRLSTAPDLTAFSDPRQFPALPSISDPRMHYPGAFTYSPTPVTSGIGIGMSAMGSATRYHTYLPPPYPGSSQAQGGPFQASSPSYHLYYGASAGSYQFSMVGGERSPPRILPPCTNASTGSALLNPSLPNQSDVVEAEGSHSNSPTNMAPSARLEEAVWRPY
Target sequence (Q13951 whole entry, looked up, the tested form may be a part): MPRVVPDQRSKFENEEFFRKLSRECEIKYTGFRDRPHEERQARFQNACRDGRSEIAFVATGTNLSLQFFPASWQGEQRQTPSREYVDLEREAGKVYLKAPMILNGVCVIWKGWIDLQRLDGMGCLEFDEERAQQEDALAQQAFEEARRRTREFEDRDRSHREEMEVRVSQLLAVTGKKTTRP
NPY-Y1 PAM-ag = human NPY-Y1 potentiation or agonism, primary screen. activation, % at 3.6 µM. actives 0.37% (n = 220,000). NPY-Y1 expressing cells, potentiator/agonist activation. P25929; in the data active = activation above about 33%, passing the limit was not always enough;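 note: cells stimulated with NPY at EC10 then isoproterenol at EC100; 0% = low agonist plus stimulus and 100% = saturating agonist plus stimulus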
MDM2 E3 inh = blocks human Mdm2 ubiquitin ligase activity; cell-based MDM2 ubiquitination luciferase reporter, 2 h; 0 = plate control, 100 = twice control, blank-subtracted; signal enhancement, % at 5 µM; Q00987; actives 0.11% (n = 210,000);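 active = signal enhancement of 30% or more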;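 note: luminescence tracks abundance of the self-degrading MDM2-luciferase fusion protein; higher signal means inhibition of MDM2 E3 ligase activity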
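Material: Stable MDM2–luciferase fusion reporter cells | Amount: 2000 cells seeded into each well | Dosing: One concentration, 5 µM, with 0.2% DMSO | Incubation: 4 h cell settling then 2 h compound exposure, 37 °C | Measured by: Luciferase luminescence | Read-out basis: % enhancement relative to plate controls after blank subtraction | Benchmarks: Control and blank well means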
Hck-Nef inh = human Hck-Nef kinase inhibition. inhibition, % at 20 µM. Recombinant Hck-YEEI plus Nef, Z-Lyte FRET kinase assay. P08631. actives 0.68% (n = 220,000). AID 463187;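 active = Hck-Nef kinase inhibition above about 50%, limit read from the data; inactive = inhibition below that limit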;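 note: 0% = DMSO with Hck plus Nef and 100% = Hck alone without Nef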
p97 inhibitor = human p97 ATPase inhibition; actives 0.42% (n = 220,000); P55072; inhibition, % at 8 µM; AID 1481; recombinant p97 ATPase, Kinase-Glo ATP luminescence, 3 h; in the data active = inhibition above about 15%;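 note: 0% = DMSO vehicle and 100% = wells lacking enzyme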
NPY-Y2 PAM-ag = human NPY-Y2 potentiation or agonism, primary screen | activation, % at 3.6 µM | actives 0.45% (n = 220,000) | P49146 | cells expressing NPY-Y2, potentiator/agonist read-out | AID 1359; in the data active = activation above about 27%;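 note: cells stimulated with NPY near EC25 plus isoproterenol at EC100; 0% = vehicle plus submaximal agonist and 100% = vehicle plus saturating agonist; some results beyond the cut were filed as inactive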
Runt-CBFb FRET = Runt domain-CBFb interaction inhibition; AID 1496; inhibition, % at 20 µM; actives 0.46% (n = 220,000); Q01196+Q13951; Cerulean-Runt/Venus-CBFb FRET ratio 530/480, 1 h;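 active = inhibition over about 50% at 20 µM in the single-dose screen, limit read from the data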;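 note: 0% = DMSO wells and 100% = excess unlabeled CBFb competitor control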
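Reagent – Venus-CBFb binding partner, 100 nM · Assay system – Cerulean-tagged RUNX1 Runt domain (FRET donor) fusion protein · Input – 100 nM per protein · Incubation – two 1 h room-temperature incubations shielded from light · Measured by – FRET fluorescence · Medium – Tris buffer pH 7.5 with salts and BSA · Benchmarks – unlabeled CBFb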
Numbers without * were called inactive; x = not tested or not shown. Compounds were not picked by outcome, and some 3.5% of all compounds hit somewhere here.

smiles,NPY Y1 blocker,p97 inhibitor,RBBP9 inh,NPY-Y2 PAM-ag,Runt-SMMHC FRET,Runt-CBFb FRET,MDM2 E3 inh,Hck-Nef inh,NPY-Y1 PAM-ag
Cc1cccc(NC(=O)NC2CC(=O)N(c3ccc4c(c3)OCCO4)C2)n1 (centres undefined),0,0,-7,0,1,0,-8,26,3
CC(C)Oc1ccc(CC(=O)NNC(=S)Nc2ccccc2)cc1,x,6,1,-3,-5,2,-13,2,14
N#Cc1c(NC(=O)c2ccccc2Cl)n(Cc2ccccc2)c2nc3ccccc3nc12,-1,38*,-3,1,111*,49,-24,22,7
OCCN1CCN(c2nc(-c3ccccc3)nc3c2oc2ccccc23)CC1,4,-12,-4,-5,1,0,-11,0,-10
COc1ccc(CCNC(=O)Nc2cccc([N+](=O)[O-])c2)cc1OC,1,1,-6,3,-1,2,-12,1,0
CNC(=S)NNC(=O)c1c(C)nc2cc(C)ccn12,x,3,3,2,-2,4,-14,17,24
Cc1ccccc1CN1CCNC1=O,1,6,0,-10,-2,1,-11,5,11
O=[N+]([O-])c1cccc(N/N=C/c2cccc3ccccc23)c1,-1,-4,-7,14,-2,2,-16,0,7
Clc1ccc(-c2nc3nc4ccccc4nc3n2Cc2ccco2)cc1,0,1,2,-8,40,43,-23,1,4
Cc1c(C(=O)Nc2ccc3c(c2)CCC3)cccc1[N+](=O)[O-],7,-2,-10,22,-1,-3,-6,-2,12
CCN(CC)CCNC(=O)c1ccc(NS(=O)(=O)c2ccc3c(c2)OCCO3)cc1,-1,1,-1,7,-1,-1,-5,6,14
Oc1ccc(/C=N/Nc2nc(-c3ccccc3F)nc3ccccc23)c(O)c1,x,8,2,18,-34,-16,-5,-45,25
O=C(CN1CCN(c2cccc(Cl)n2)CC1)N1CC(O)CO1 (centres undefined),8,5,-3,-10,-5,-1,-42,-2,14
COc1ccccc1NS(=O)(=O)c1cccc(C(=O)N/N=C/c2cn(-c3ccccc3)nc2-c2ccccc2)c1,-6,5,-32,20,13,-2,-13,0,19
C/C(=N\NC(=S)NCCc1ccccc1)c1cccc(Br)c1,6,-1,-1,-6,-4,3,-9,-4,-42
Cc1cc(C)nc(NC(=NCCc2c[nH]c3ccccc23)NC(=O)Nc2ccc(Cl)cc2)n1,0,4,1,-2,1,2,-11,1,-7
O=C(NC(=O)N1CCCc2ccccc21)c1ccccc1,1,6,-4,8,-2,-1,-22,32,-3
CCc1ccc(N(CC(=O)Nc2nc3ccc(C)cc3s2)S(=O)(=O)c2c(C)noc2C)cc1,1,-1,-46,31*,2,-2,-12,2,26
O=C(NCc1cccnc1)c1c(F)c(F)c(F)c(F)c1F,4,6,7,7,-2,1,2,7,0
N#Cc1ccc(C23CC4(C2)[C@H](CN(Cc2ccc(-c5ccccc5)cc2)[C@@H]4c2ccccc2)C3c2ccccc2)cc1 (some centres undefined),x,x,x,x,3,2,21,27,x
CC(C)SC1=NC(C)(C)C=C(/C=C/c2ccc(Cl)cc2Cl)N1,7,-3,-13,-7,-6,-8,-10,0,-6
COCCCn1c(SCC(N)=O)nnc1-c1ccccc1,-1,-2,-6,4,-1,-1,-20,-2,-1
O=C(NCCSc1ccccn1)c1ccc(Cl)cc1,-6,0,-8,-3,-1,-1,-37,32,-3
O=C(CN1CCc2ccccc2C1)Nc1ccc(Br)cc1,4,-1,-5,-9,1,2,-14,-18,-39
CCOc1ccc(NC(=O)CCC(=O)N/N=C/c2ccc([N+](=O)[O-])s2)cc1,-5,2,-4,-10,-1,0,-8,2,19
Cc1ccc(O)c(N=Cc2sc3ccccc3c2Cl)c1,-6,4,-1,14,-2,5,1,3,10
COc1ccccc1C(c1nnnn1CCc1ccccc1)N1CCCCCC1 (centres undefined),15,-2,4,1,0,-2,8,-2,7
Brc1ccc(-c2nnc(-c3ccccc3)o2)o1,12,-5,-1,-10,1,-4,-11,6,-15
CCOC(=O)N/N=C/c1cccc(Cl)c1Cl,4,4,3,-20,2,-2,3,5,-8
Cc1nnsc1C(=O)Nc1cccc(Cl)c1,1,0,4,5,-1,1,-11,-20,8
CC(Nc1ccc(F)cc1F)C(=O)NC(=O)NC1CCCCC1 (centres undefined),-8,7,2,0,3,0,1,34,22
O=c1c(-c2ccccc2)n[nH]c2ccccc12,-1,2,-5,15,-1,2,-16,1,-10
COc1ccc(CCNC(=O)c2sc(=S)n(C)c2N)cc1,12,-9,-8,7,-3,0,0,-1,-5
CC(=O)Nc1cc(C(=O)N(C)Cc2ccco2)ccc1Sc1ccc(Cl)cc1,4,-6,-8,-6,-2,-1,x,3,-3
Cc1cccc(C(=O)Nc2scc(CC(C)C)c2C(=O)O)c1,10,2,-3,3,-2,-2,9,4,-7
CC(=O)c1ccc(S(=O)(=O)N2CCN(c3nc4c(C)c(C)ccc4cc3C#N)CC2)cc1,2,-3,-2,8,x,x,x,-5,-3
CCOC(=O)c1sc(=NC(=O)c2ccco2)n(C)c1C,3,2,-3,-4,-1,2,10,21,2
S=C1NC2(CCCCC2)Nc2ccccc21,-4,7,5,-3,-10,7,-3,15,3
CC1CCCCC1NC(=O)CCCn1c(=S)[nH]c2ccccc2c1=O (centres undefined),0,2,-4,-10,0,-4,-2,23,3
COC(=O)/C(=C\Nc1cccc(Cl)c1C)c1ncc(C(F)(F)F)cc1Cl,7,6,4,58*,-1,2,-19,-15,3
O=C(COc1ccccc1)N1CCN(c2ccccc2)CC1,1,7,-4,2,2,-2,-8,-27,6
CN1/C(=C\P(=O)(N(C)C)N(C)C)C(C)(C)c2ccccc21,1,1,-33,-4,4,-2,-1,1,1
O=C(O)COc1ccccc1/C=N/NC(=O)CSc1nc2ccccc2s1,x,-4,-15,0,2,3,-7,8,-6
O=C(NCCCN1CCCC1=O)c1ccccc1NS(=O)(=O)c1ccc(Br)cc1,-6,-1,-8,3,-1,3,3,2,18
CSC1=NCCN1C(=O)c1ccco1,2,6,-1,-11,-2,2,-8,6,10
Cc1ccc(CSCC(=O)NCCc2ccccc2)cc1,9,-1,0,-21,-2,-2,-17,-24,-3
O=C(NC1CCCCC1)C(c1ccc(F)cc1)N(Cc1ccco1)C(=O)c1ccccn1 (centres undefined),15,2,-1,-13,2,-1,-8,24,3
O=c1c2ccccc2nc2c3ccccc3c(NCCO)nn12,-1,5,-6,8,-2,0,-9,14,-8
CCn1c(COc2ccc(C)cc2)nnc1SCc1nc2ccccc2[nH]1,-4,-12,-1,-22,0,0,2,-1,-21
CCCN(CCC)C(=O)Cn1c(=O)n(CCCC(=O)NCc2ccco2)c(=O)c2sccc21,2,2,-11,11,0,-1,1,-1,10
Cc1sc(-n2c(C)cc(C=O)c2C)c(C(=O)O)c1C,-2,3,-6,9,-1,1,-14,1,-10
COc1ccc(C(=O)Nc2cc(C(=O)O)cc(C(=O)O)c2)cc1Cl,-2,-2,-2,3,-1,-2,-5,29,-3
CCn1c(=O)c(=O)[nH]c2cc(C(=O)N3CCN(Cc4ccc5c(c4)OCO5)CC3)ccc21,-1,2,-5,0,2,0,3,1,7
COc1ccc(CN2CCN(c3cccc(C)c3C)CC2)cc1OC,2,-8,-7,-26,-7,1,-19,-2,-31
O=C(NC(NC(=S)Nc1ccccc1C(=O)O)C(Cl)(Cl)Cl)c1ccccc1 (centres undefined),-2,3,-8,0,0,9,1,22,13
CSc1ccc(CN(C)CC(=O)NCc2ccccc2)cc1,-1,-2,-2,6,-3,-2,0,-1,9
N#Cc1nc(COc2ccc(F)cc2)oc1N1CCC(Cc2ccccc2)CC1,32*,-1,-11,5,0,-1,-7,7,-69
COCc1cc(C)nc(OC)c1C(N)=O,-6,-2,-1,-19,3,0,-13,6,1
CC1(C(=O)NC2CCCC2)CCC(=O)N1Cc1ccc2c(c1)OCO2 (centres undefined),0,3,-1,-23,3,-3,-20,-2,-7
CCCOc1ccc(N2C(=O)CC(N(CCc3ccc(OC)c(OC)c3)C(=S)Nc3ccccc3)C2=O)cc1 (centres undefined),-3,1,-5,0,-8,-2,2,3,12

(cont.)
smiles,NPY Y1 blocker,p97 inhibitor,RBBP9 inh,NPY-Y2 PAM-ag,Runt-SMMHC FRET,Runt-CBFb FRET,MDM2 E3 inh,Hck-Nef inh,NPY-Y1 PAM-ag
COc1ccc(-c2c(C#N)c(SCC(=O)Nc3ccccc3)nc3c2CCCC3)cc1,1,-6,-10,-16,x,x,x,4,-29
Cc1cccc(C)c1Nc1nnc(SCC(=O)NC2CCS(=O)(=O)C2)s1 (centres undefined),0,4,-2,-2,-4,-2,3,-2,0
Cc1cc(NC(=O)CSc2nc(N)c(NC(=O)c3ccco3)c(=O)[nH]2)no1,x,6,-5,11,-7,-3,-7,5,6
Cc1cc(C)c(S(=O)(=O)N2CCOC2CNC(=O)C(=O)NCCCn2ccnc2)c(C)c1 (centres undefined),x,7,11,-10,-2,3,-2,24,-4
O=C(NCc1ccccc1)c1cnc(-c2ccccn2)nc1C(F)(F)F,3,-3,-3,4,-1,2,-13,-2,-17
CCc1nc2scc(-c3ccccc3)c2c(=O)n1N,-3,0,1,7,-1,2,-17,-1,5
CCC(C)OC1OC(CO)C(O)C(O)C1NC(C)=O (centres undefined),2,-4,-6,1,-3,2,-11,0,10
Cc1cc2c(nn1)CCc1c-2no[n+]1[O-],x,5,-6,-9,0,0,2,16,-9
CC1CC1c1ccc(/C=C(\C#N)C(=O)Nc2cc(Cl)ccc2Cl)o1 (centres undefined),2,8,-5,-5,-37,-18,-6,0,-1
C=CCNc1nc(-c2ccc(Cl)cc2)cs1,2,-1,-6,2,1,0,-7,0,30

Screening data from PubChem BioAssay.
